Compound activity as filed in PubChem.
RNase H inhibition: RNase H inhibition, HIV 1 Gag Pol polyprotein, FRET biochemical assay, screening (AID 372); one-dose inhibition, % at 10 µM; IC50 in µM for titrated hits; HIV-1 RT RNase H, FRET RNA/DNA substrate fluorescence; higher % means a stronger effect; 0.77% of 100,000 active; in the data active = inhibition above about 50%
* marks the source's active call; other numbers are inactive results.

SMILES	RNase H inhibition
COc1ccc(/C(O)=C2/C(=O)C(=O)N(CCCCCC(=O)O)C2c2ccc(C)cc2)cc1 (centres undefined)	5.0%
CN(Cc1ccccc1)C(=O)c1cccnc1	12.0%
COc1cccc(OCCOCCOc2cccc(OC)c2)c1	6.0%
Cc1cc(=O)oc2cc(OCCO)ccc12	0.0%
O=C1O/C(=C\c2cccc(C(F)(F)F)c2)c2ccccc21	2.0%
Cc1ccc(C(=O)Nc2cccc(Cl)c2)c(Cl)c1	10.0%
O=C1C(Cl)=C(Nc2cccc(O)c2)C(=O)N1c1ccc(Cl)cc1	24.0%
Cc1ccc2nc(SCc3ccc(F)cc3)[nH]c2c1	4.0%
O=c1cc(Nc2cccc(Cl)c2)[nH]c(=O)[nH]1	6.0%
CC(=O)C1=C(O)C(=O)N(c2cccc(C)c2)C1c1ccccc1 (centres undefined)	8.0%
COc1cc(C)ccc1OCCOCCOc1c(C)cc(Cl)cc1Cl	8.0%
CCOc1cc(/C=C2\C(=O)NC(C)=C2C(=O)OC)ccc1O	15.0%
Cc1ccc(-c2c(C#N)c(N)nc3c2CCCC3)s1	4.0%
O=[N+]([O-])c1ccc(Cl)c(-n2ncnc2-c2cccc(Cl)c2)c1	23.0%
O=C(O)c1ccc(/C=C/C(=O)c2ccc3c(c2)OCCO3)cc1	7.0%
CN1CCN(c2cc(N3CCN(CCO)CC3)ccc2[N+](=O)[O-])CC1	7.0%
C/C(=N\NC(=O)c1cc(-c2ccccc2)n[nH]1)c1ccc(Br)cc1	8.0%
CCOC(=O)C1CCN(c2cc(C)c3cccc(SC)c3n2)CC1	13.0%
COc1ccc2c(c1)CCC/C2=N\OC(=O)c1cc(OC)c(OC)c(OC)c1	1.0%
COc1ccc(C(=O)c2oc3ccc4c(C)cc(=O)oc4c3c2-c2ccccc2)cc1	17.0%
COc1ccc(C2(CC(=O)Nc3ccccc3C)C(=O)c3ccccc3C2=O)cc1	2.0%
Cc1ccc(NS(=O)(=O)c2cc(Cl)ccc2Cl)c(C)c1	20.0%
Cc1occc1C(=O)N/N=C/c1c(F)cccc1Cl	6.0%
COc1ccc(/C=C(\NC(=O)c2ccccc2)C(=O)Nc2cccc3ccccc23)cc1	8.0%
COc1cc(C)cc2oc(=O)c(Cc3ccccc3)c(C)c12	22.0%
CCOc1ccc(NC(=O)C2C(c3ccccc3)C2(Cl)Cl)cc1 (centres undefined)	16.0%
O=[N+]([O-])c1ccc(Cl)c(/C=N/N2CCN(Cc3ccccc3Cl)CC2)c1	9.0%
O=C(Nc1ccc2oc(-c3ccc(Br)cc3)nc2c1)c1ccccc1	13.0%
Cc1ccc(OCC(=O)N=Nc2c(O)[nH]c3ccc(F)cc23)c(Br)c1	12.0%
O=C(Nc1ccc2c(c1)OCO2)c1ccccc1[N+](=O)[O-]	8.0%
CCOC(=O)C1=C(C)N=c2s/c(=C\c3ccc(-c4cc([N+](=O)[O-])ccc4C)o3)c(=O)n2C1c1ccccc1 (centres undefined)	9.0%
CN=C(Nc1ccccc1OC)SC1CC(=O)N(c2ccc(C(=O)OC)cc2)C1=O (centres undefined)	14.0%
COc1ccc(C(=O)Nc2cc(C)cc(C)c2)cc1	11.0%
Cc1cc(C)c2oc(-c3ccc(NC(=S)NC(=O)c4ccccc4C)cc3)nc2c1	17.0%
COc1cc2c(cc1OC)CN(CC1CC=CCC1)CC2 (centres undefined)	4.0%
Cc1oc2ccc(OC(=O)c3cccs3)cc2c1C(=O)OC(C)C	5.0%
CCOc1ccccc1/C=C(/NC(=O)c1ccccc1)C(=O)N(CC)CC	2.0%
O=C(COc1ccc(Br)cc1)Nc1ccc(NC(=O)c2ccccc2)cc1	8.0%
CC12CN3CC(C)(CN(C1)C3(C)c1ccccc1)C2=O (centres undefined)	0.0%
N=c1n(Cc2ccc(Cl)cc2)c2ccccc2n1CC(O)COc1ccc(Cl)cc1 (centres undefined)	24.0%

Rewritten as comma-separated lines: part of the list above
SMILES,RNase H inhibition
CN(Cc1ccccc1)C(=O)c1cccnc1,12.0%
COc1cccc(OCCOCCOc2cccc(OC)c2)c1,6.0%

Continued:
SMILES	RNase H inhibition
O=C(Nc1ccc(N2CCOCC2)c(Cl)c1)C1CCCCC1	8.0%
COc1ccc(C2CC(=O)C3=C(C2)Nc2ccccc2NC3c2cccnc2)cc1OC (centres undefined)	10.0%
COc1ccc(N2C(=O)NC(=O)/C(=C\c3cc(Br)c(O)c(OC)c3)C2=O)cc1	1.0%
Cc1cccc(NC(NC(=O)c2ccccc2Cl)C(Cl)(Cl)Cl)c1 (centres undefined)	11.0%
Cc1ccc(N2C(=O)CC(NCc3ccco3)C2=O)cc1 (centres undefined)	1.0%
Cc1cccnc1NC(=O)CCc1ccccc1	9.0%
O=C(O)c1cccc(N2C(=O)C3C4C=CC(C4=C(c4ccccc4)c4ccccc4)C3C2=O)c1 (centres undefined)	6.0%
O=C(O)COc1ccccc1C=C1C(=O)NC(=O)N(c2ccccc2F)C1=O	0.0%
COc1ccc(-c2[nH]ncc2C=O)cc1	7.0%
COc1cc2ccccc2cc1C(=O)Nc1cccc(-c2nc3ncccc3o2)c1	3.0%
Cc1ccccc1COc1ccc(/C=C2\SC(N)=NC2=O)cc1	15.0%
COC(=O)C(NC(=O)C12CC3CC(CC(C3)C1)C2)C(C)C (centres undefined)	9.0%
COC(=O)C1=NNC2C(=O)N(c3ccccc3C)C(=O)C12 (centres undefined)	13.0%
COc1ccc(/C=C2\SC(=S)N(c3ccc(C)c(C)c3)C2=O)cc1	3.0%
Cc1cccc(N2CCN(C(=O)c3ccc(Cl)cc3Cl)CC2)c1C	16.0%
O=C1C2C3C=CC(C3=C(c3ccccc3)c3ccccc3)C2C(=O)N1c1ccc(Br)cc1[N+](=O)[O-] (centres undefined)	22.0%
COc1ccccc1NC(=O)/C(=C\c1cccs1)NC(=O)c1ccccc1	11.0%
Cc1cc2c(cc1C)NC(CC(=O)Nc1ccccc1C)C(=O)N2 (centres undefined)	4.0%
O=C1CC(N2CCN(c3ccccc3Cl)CC2)C(=O)N1c1ccc(Cl)cc1 (centres undefined)	6.0%
COc1cc(/C=N\NC(=O)c2ccc([N+](=O)[O-])cc2)ccc1OC(=O)c1ccco1	3.0%
COc1ccc(NC(=O)/C(C#N)=C/c2ccc(Br)o2)cc1	15.0%
COc1cc(C(=S)N2CCOCC2)ccc1OC(=O)c1cc(OC)c(OC)c(OC)c1	10.0%
CCOC(=O)/C(C#N)=C\c1c(C)cc(C)c(COC)c1C	15.0%
Oc1cccc(C=Nc2cccc(Br)c2)c1	0.0%
O=C(Nc1c(Cl)cccc1Cl)c1cc2c(ccc3ccccc32)oc1=O	0.0%
CCC1CCc2c(sc(NC(=O)CCC3CCCCC3)c2C(N)=O)C1 (centres undefined)	14.0%
CCOc1cc(C(=O)Nc2ccc(-c3nc4ccccc4o3)c(O)c2)cc(OCC)c1OCC	5.0%
O=C(c1ccccc1)c1coc2ccccc2c1=O	5.0%
COc1ccccc1OCCCOc1c(OC)cccc1OC	7.0%
CCNC(=O)C(=O)Nc1cc(Cl)ccc1C	30.0%
CCOC(=O)C1=C(C)N=c2s/c(=C\c3ccc(-c4cc(C)c(C)c([N+](=O)[O-])c4)o3)c(=O)n2C1c1ccc(Cl)cc1 (centres undefined)	37.0%
O=C(CN1C(=O)C2C3CCC(C3)C2C1=O)Nc1ccccc1 (centres undefined)	14.0%
COc1ccccc1NC(=S)NC(=O)c1cccc2c(Br)cccc12	15.0%
CCOc1ccc(-c2cc(C(=O)Nc3ccc(OCC)cc3[N+](=O)[O-])c3ccccc3n2)cc1	17.0%
O=C1C2(CCC13COC(c1ccc(O)cc1)OC3)COC(c1ccc(O)cc1)OC2 (centres undefined)	8.0%
COC(=O)c1c(NC(=O)c2cc(-c3cccc(C)c3)nc3ccccc23)sc2c1CCCCC2	1.0%
CCc1cc(C)cc(OCCOc2ccc(/C=C3/SC(=S)N(C)C3=O)cc2)c1	0.0%
Cc1ccccc1N1CCN(C2=NC(=O)/C(=C\c3ccccc3OC(C)C)S2)CC1	2.0%
COc1ccc(CCNc2cc(N3CCOCC3)ccc2[N+](=O)[O-])cc1OC	20.0%
O=C(N/N=C/c1cc(Br)cc(Br)c1O)c1cccc2ccccc12	8.0%

An excerpt of these results, as comma-separated lines:
molecule,RNase H inhibition
COc1ccccc1NC(=S)NC(=O)c1cccc2c(Br)cccc12,15.0%
Cc1ccccc1N1CCN(C2=NC(=O)/C(=C\c3ccccc3OC(C)C)S2)CC1,2.0%
O=C(N/N=C/c1cc(Br)cc(Br)c1O)c1cccc2ccccc12,8.0%
CCOC(=O)C1=C(C)N=c2s/c(=C\c3ccc(-c4cc(C)c(C)c([N+](=O)[O-])c4)o3)c(=O)n2C1c1ccc(Cl)cc1 (centres undefined),37.0%

(next part)
SMILES	RNase H inhibition
COc1ccc(OC)c(C2NC(=O)NC(C)=C2C(=O)Nc2ccccc2C)c1 (centres undefined)	5.0%
CCSc1nnc(NC(=O)c2c(C)c(-c3ccc(C)cc3)nc3ccccc23)s1	15.0%
Cc1ccc(C(=O)O)cc1S(=O)(=O)N1CCC(C)CC1	3.0%
Cc1cc(Br)ccc1S(=O)(=O)n1nnc2ccccc21	14.0%
O=S(=O)(NCc1ccc2c(c1)OCO2)c1cc(Cl)ccc1Cl	13.0%
CC(C)Oc1ccc(C2CC(=O)NC2=O)cc1 (centres undefined)	10.0%
CCCCSc1nc(C)c(I)c(=O)[nH]1	5.0%
CC1CCC(c2ccc(O)cc2)(c2ccc(O)cc2)CC1	14.0%
COc1ccccc1N/N=C(/C#N)C(=N)N1CCOCC1	11.0%
O=C(Nc1ccncc1)Nc1ccccn1	0.0%
C(=N/Nc1nc(-c2ccccc2)cc(-c2ccccc2)n1)/c1ccc2c(c1)OCO2	0.0%
Cc1nc2sc(C)c(C)c2c(-c2ccccc2)c1C(=O)Nc1ccccc1	0.0%
COc1ccc2ccccc2c1C=Nc1ccc([N+](=O)[O-])cc1	31.0%
O=[N+]([O-])c1ccc(/C=N/Nc2ccccn2)o1	13.0%
COc1ccccc1N1CCN(C(=O)CN2C(=O)c3ccccc3C2=O)CC1	1.0%
Cc1cccc(N=Cc2ccc(Cl)c([N+](=O)[O-])c2)c1	14.0%
COc1cc2c(cc1NC(=O)CCCOc1ccc(Cl)cc1Cl)oc1ccccc12	14.0%
O=C1/C(=C/c2cccs2)SC(=S)N1c1ccc(Br)cc1	17.0%
Cc1ccc(OCC(=O)Nc2cccc(Cl)c2Cl)c(Br)c1	5.0%
COc1ccc(C(=O)Nc2cccc(C(=O)Nc3ccccc3Cl)c2)cc1	18.0%
Cn1c(=O)cc2c3c(c(Oc4ccccc4)ccc31)C(=O)c1ccccc1-2	7.0%
COc1ccc(C(=O)CSc2ncn[nH]2)cc1OC	12.0%
O=C(N/N=C\c1cc(Br)cc(I)c1O)c1ccc([N+](=O)[O-])cc1	8.0%
CCOc1ccc2sc(C=NCCc3ccccc3)c(O)c2c1	5.0%
COc1ccc(C2/C(=C(\O)c3ccccc3)C(=O)C(=O)N2Cc2cccnc2)c(OC)c1 (centres undefined)	1.0%
O=C(/C=C/c1ccc(NC(=O)c2cccs2)cc1)c1ccco1	6.0%
COc1ccc(CN2CCN(C(=O)c3cc(OC)c(OC)c(OC)c3)CC2)cc1Br	0.0%
O=C(NCc1cccnc1)c1ccc(S(=O)(=O)N2CCCCC2)cc1	9.0%
CC1(C)CC(=O)C(C(C2=C(O)CC(C)(C)CC2=O)c2cccc(OCc3ccccc3)c2)C(=O)C1 (centres undefined)	23.0%
O=C(NCCCN1CCOCC1)c1cccc(Cl)c1	6.0%

Quoted from the entries so far for reference:
SMILES	RNase H inhibition
Cn1c(=O)cc2c3c(c(Oc4ccccc4)ccc31)C(=O)c1ccccc1-2	7.0%
COc1ccc(C(=O)CSc2ncn[nH]2)cc1OC	12.0%
O=C(N/N=C\c1cc(Br)cc(I)c1O)c1ccc([N+](=O)[O-])cc1	8.0%
CCOc1ccc2sc(C=NCCc3ccccc3)c(O)c2c1	5.0%
COc1ccc(C2/C(=C(\O)c3ccccc3)C(=O)C(=O)N2Cc2cccnc2)c(OC)c1 (centres undefined)	1.0%
O=C(/C=C/c1ccc(NC(=O)c2cccs2)cc1)c1ccco1	6.0%

(continued)
SMILES	RNase H inhibition
COc1ccc(OC)c(C2NC(=S)NC(C)=C2C(=O)Nc2ccc(Cl)cc2)c1 (centres undefined)	10.0%
Cc1ccc(O)c(-c2cc(-c3ccccc3)n[nH]2)c1	20.0%
O=C(NCCNc1ccc([N+](=O)[O-])cc1)c1ccccc1F	30.0%
O=C(COc1ccc(Cl)cc1)NNC(=O)C1COc2ccccc2O1 (centres undefined)	0.0%
Cc1nc2ccccc2c2c1C(=O)N(CC(=O)O)C2=O	7.0%
COc1ccccc1CNC(=O)CN(c1cc(C)cc(C)c1)S(=O)(=O)c1ccc(C)cc1	10.0%
COc1cc(OC)c(OC)cc1CNC(C)C1COc2ccccc2O1 (centres undefined)	6.0%
COC(=O)C1=C(C)NC2=C(C(=O)CCC2)C1c1ccc(OCc2ccc(Cl)cc2)c([N+](=O)[O-])c1 (centres undefined)	10.0%
O=C(Nc1ccccc1)c1ccccc1C(=O)OCCCCCc1cccs1	1.0%
Cc1ccc2c(c1)-c1c(s[s+]c1SCC(=O)c1ccccc1)C(C)(C)N2	12.0%

Sorted by heavy-atom count (lowest first): five of the compounds above
SMILES	RNase H inhibition
Cc1nc2ccccc2c2c1C(=O)N(CC(=O)O)C2=O	7.0%
O=C(NCCNc1ccc([N+](=O)[O-])cc1)c1ccccc1F	30.0%
Cc1ccc2c(c1)-c1c(s[s+]c1SCC(=O)c1ccccc1)C(C)(C)N2	12.0%
COc1ccc(OC)c(C2NC(=S)NC(C)=C2C(=O)Nc2ccc(Cl)cc2)c1 (centres undefined)	10.0%
COC(=O)C1=C(C)NC2=C(C(=O)CCC2)C1c1ccc(OCc2ccc(Cl)cc2)c([N+](=O)[O-])c1 (centres undefined)	10.0%

Remaining list, next part.
SMILES	RNase H inhibition
COc1ccc(NC(=O)c2ccc(OC(C)=O)cc2)cc1O	8.0%
O=C(Nc1ccc(S(=O)(=O)N2CCCCCC2)cc1)c1ccc(-c2ccccc2)cc1	14.0%
CCN1C(=O)/C(=C\c2ccc(OCc3ccccc3Cl)cc2)SC1=S	9.0%
O=C(NCCc1ccc(F)cc1)C(=O)NC1CCCCC1	1.0%
COc1cc(CN2CCN(S(=O)(=O)c3ccc(Cl)cc3)CC2)cc(OC)c1OC	15.0%

These rows are one share of the data. The share of hits here may be higher or lower than overall.
